Source: PubChem BioAssay (National Center for Advancing Translational Sciences (NCATS))
HP1b binding inh = HP1-beta chromodomain-methylated histone interaction inhibition | Potency, µM (titrated, usually from 114 µM), for the others: top-dose activity change, negative = inhibition, most hits filed as inhibitors | 390,000 compounds, 0.56% hits | P83916 | AID 540317 | AlphaScreen HP1-beta / biotin-H3K9me3 peptide binding; further: potency means the concentration at half of the fitted maximal effect; nearly all actives have a fitted effect of over 70% in size; inactives centre near 23
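AlphaScreen: HP1-beta (50 nM) preformed 30 min with biotin-H3(1-18)K9me3 peptide (50 nM) in PBS pH 7.4, 0.01% Tween-20. Compound added for 30 min at RT, then streptavidin donor/nickel chelate acceptor beads (10 ug/mL) for 30 min.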
PI4K2A inh = blocks human PI4K2A kinase activity; AID 1346378; purified PI4K2A, ADP-Glo luminescence, 1 h; hits give low values; Q9BTU6; activity change, negative = inhibition, % at 76.9 µM; 420,000 compounds, 0.13% hits; in the data active means activity change below about -50%; inconclusive means mostly about -30% to -49%;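 further: -100% = wells without enzyme as full effect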
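Compounds are screened against recombinant PI4K2A using PI as substrate and ATP, the latter dispensed at 300 microM. Reactions run one hour at ambient temperature before ADP-Glo detection; full inhibition defined by wells lacking enzyme.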
JMJD2A Tudor = JMJD2A Tudor domain (human) inhibition | AlphaScreen JMJD2A-Tudor / H3K4me3 peptide binding | Potency, µM (doses to about 114 µM), without a hit: at the top dose activity change, negative = inhibition, actives largely listed as inhibitors | 390,000 compounds, 4.4% hits | O75164; further: potency means the concentration at half of the fitted maximal effect; on the % scale 0 is the no-effect control and ±100 the full control effect; nearly all actives have a fitted effect of over 50% in size
Pin1 inh = inhibitors of human Pin1 | Pin1 FP peptide displacement, HiFluor488, 10 min | 390,000 compounds, 0.009% hits | Potency, µM (doses to about 115 µM), without a hit: at the highest dose activity, negative = inhibition, hits mostly inhibitors | Q13526; active means well fitted inhibition curve with a large enough effect in the polarisation, with a control signal flat, not every such curve was filed as active; inconclusive means small, poorly fitted or top-dose-only effect, or effect the other way, or a change in a side signal; inactive means no such curve, though single readings can be large or run the other way; the % refers to the polarisation; further: potency means the concentration at half of the fitted maximal effect; on the % scale 0 is the no-effect control and ±100 the full control effect
Target sequence (Q13526 whole entry, looked up): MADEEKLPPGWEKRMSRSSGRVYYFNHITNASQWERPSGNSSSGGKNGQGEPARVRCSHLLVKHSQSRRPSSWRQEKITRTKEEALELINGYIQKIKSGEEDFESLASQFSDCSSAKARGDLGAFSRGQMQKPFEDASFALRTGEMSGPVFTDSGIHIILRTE
BAZ2B block = BAZ2B (human) inhibition | Q9UIF8 | AlphaScreen BAZ2B-H3K14Ac peptide displacement | Potency, µM (top dose mostly 114 µM), without a hit: top-dose activity change, negative = inhibition, most hits filed as inhibitors | 360,000 compounds, 4.4% hits | AID 504333; further: potency means the concentration at half of the fitted maximal effect; on the % scale 0 is the no-effect control and ±100 the full control effect; nearly all actives have a fitted effect of over 60% in size
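Protein-peptide AlphaScreen: BAZ2B 50 nM, b-H3K14Ac 50 nM, 1x PBS pH 7.4 + 0.01% Tween-20. Preincubation 30 min RT; cpd 30 min RT (top 110 uM); beads 20 min RT, light-protected.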
ERG-DNA inh = ERG Ets/DNA interaction inhibition; P11308; fluorescence polarization, His-ERG Ets domain / labelled DNA; Potency, µM (doses to about 76.9 µM), without a hit: top-dose FP activity, negative = inhibition, hits mostly inhibitors; 370,000 compounds, 0.028% hits; AID 624246; active means well fitted inhibition curve with a large enough effect in the polarisation, with a control signal flat; inconclusive means small, poorly fitted or top-dose-only effect, or effect the other way, or a change in a side signal; inactive means no such curve, though single readings can be large or run the other way; the % refers to the polarisation;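 further: polarization taken with two DNA probes labelled with fluorescein and Texas red; potency means the concentration at half of the fitted maximal effect; % of control where 0% means no effect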
Target sequence (P11308 whole entry, looked up, the tested form may be a part): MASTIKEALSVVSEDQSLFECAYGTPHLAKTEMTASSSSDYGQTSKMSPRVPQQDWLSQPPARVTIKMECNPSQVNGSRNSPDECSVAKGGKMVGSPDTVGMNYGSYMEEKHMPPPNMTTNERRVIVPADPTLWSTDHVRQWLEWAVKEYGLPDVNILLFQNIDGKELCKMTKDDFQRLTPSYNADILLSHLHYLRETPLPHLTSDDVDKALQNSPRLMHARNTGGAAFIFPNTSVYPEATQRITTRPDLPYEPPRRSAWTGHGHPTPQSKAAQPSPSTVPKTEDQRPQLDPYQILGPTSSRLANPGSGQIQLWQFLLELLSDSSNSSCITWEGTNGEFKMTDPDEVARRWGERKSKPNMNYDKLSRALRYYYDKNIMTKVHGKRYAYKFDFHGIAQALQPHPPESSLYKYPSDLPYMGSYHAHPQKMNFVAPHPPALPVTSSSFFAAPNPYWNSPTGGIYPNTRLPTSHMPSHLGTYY
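His-tagged ERG Ets domain (1 uM in the protein solution; 300mM KCl, 50mM Tris-HCl, 1mM EDTA, 1mM DTT, pH 7.5) received compound, then a probe mix of 5 nM fluorescein-DNA and 100nM Texas-615-DNA. Fluorescence polarization was read for both dyes.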
G9a block = blocks human histone lysine methyltransferase G9a; Q96KQ7; Potency, µM (doses to about 102 µM), without a hit: at the top dose activity, negative = inhibition, usual class: inhibitors; 350,000 compounds, 8.8% hits; G9a H3K9 monomethylation, AlphaScreen, 2 h; further: potency means the concentration at half of the fitted maximal effect; on the % scale 0 is the no-effect control and ±100 the full control effect; nearly all actives have a fitted effect of over 75% in size
Target sequence (Q96KQ7 913-1193 limits assumed): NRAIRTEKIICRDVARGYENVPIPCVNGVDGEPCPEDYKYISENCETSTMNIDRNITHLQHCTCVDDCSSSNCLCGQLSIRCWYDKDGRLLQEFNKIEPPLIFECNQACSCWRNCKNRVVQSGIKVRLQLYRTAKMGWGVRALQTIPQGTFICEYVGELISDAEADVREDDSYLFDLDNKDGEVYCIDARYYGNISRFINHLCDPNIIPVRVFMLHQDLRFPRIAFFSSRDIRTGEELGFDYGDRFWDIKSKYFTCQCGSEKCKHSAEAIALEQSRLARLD
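Chemiluminescent proximity detection of H3K9 monomethylation, read after 10 min bead incubation in the dark. Reaction: 20 nM G9a, 500 nM biotin-H3K9 peptide, 20 uM SAM cofactor, 2 h, room temperature, following 15 min enzyme-compound preincubation.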
PGK inhibitor = blocks T. brucei phosphoglycerate kinase | AID 602233 | P07378 | 380,000 compounds, 0.043% hits | PGK/GAPDH coupled, Kinase-Glo luminescence, 60 min | Potency, µM (titrated, usually from 57.5 µM), for the others: top-dose activity change, negative = inhibition, usual class: inhibitors; further: potency means the concentration at half of the fitted maximal effect; on the % scale 0 is the no-effect control and ±100 the full control effect; nearly all actives have a fitted effect of over 60% in size
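Recombinant glycosomal PGK reaction used 1,3-bisphosphoglycerate generated in-well by GAPDH (100nM final) in 100mM TEA pH 7.6, 5mM MgCl2, 0.01% Tween-20. After 60 minutes at room temperature, ATP was read by Kinase-Glo Plus luminescence end-point.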
GLS inhibitor = blocks human kidney-isoform glutaminase activity. O94925. GLS enzymatic activity, qHTS titration. Potency, µM (doses to about 45.5 µM), for the others: top-dose activity change, negative = inhibition, most hits filed as inhibitors. 410,000 compounds, 0.21% hits. AID 624170; further: potency means the concentration at half of the fitted maximal effect; on the % scale 0 is the no-effect control and ±100 the full control effect
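Human kidney-isoform GLS in 45 mM KH2PO4 pH 8.2, 0.02% Tween-20, with compound, started with 1mM L-Glutamine (added stock). Glutamate oxidase/HRP/Amplex red coupled fluorescence read at start and after 30 min at RT.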
* marks the source's active call; other numbers are inactive results; i = inactive; ? = inconclusive; . = not tested or not shown; & = joins results of further samples; [ ] = remark or other dose. Unless noted, the call rests on the fitted dose curve; in most records, active means well fitted curve in the direction sought with a large enough effect; inconclusive means small, poorly fitted or top-dose-only effect, or another doubt; inactive means no such curve, though single readings can be large; an effect the other way counts as inactive or inconclusive. Rows are unselected, and some 11% of all compounds hit somewhere here.

SMILES	HP1b binding inh	PI4K2A inh	JMJD2A Tudor	Pin1 inh	BAZ2B block	ERG-DNA inh	G9a block	PGK inhibitor	GLS inhibitor
Cc1cc(C)cc(NS(=O)(=O)c2csc(C(N)=O)c2)c1	0%	4	-9%	1%	8%	-11%	17%	-1%	5%
Cc1cc(NC(=O)COC(=O)C(C)Oc2ccc(Cl)cc2Cl)no1 (stereo not drawn)	35%[57 µM]	2	-5%	12%	4%	3%	-4%	-5%	0%
CCN1CC2=C(OC(N)=C(C#N)C2c2cccs2)/C(=C/c2cccs2)C1 (stereo not drawn)	-22%	-6	?	?	32µM*	11%	?	2%	6%
Cc1ccc(NC(=O)COC(=O)c2ccc(F)cc2Cl)c(Br)c1	31%	-5	7%	2%	-9%	2%	0%	-6%	-9%
COC(=O)c1ccc(Cn2nnc3c(=O)[nH]c(C4CCCN(S(=O)(=O)c5ccc(C)cc5)C4)nc32)cc1 (stereo not drawn)	11%[57 µM]	-4	-25%	-1%	-23%	-2%	0%	-2%	-1%
CNc1cncc(C(=O)O)c1	41%[activator]	-7	-6%	4%	-5%	-2%	?	10%	6%
Cc1cc(C)cc(OCC(=O)NC(C)c2ccccc2)c1 (stereo not drawn)	23%	-16	-9%	4%	-31%	-15%	79µM*	-5%	75%[activator]
CN(C)C(/C=C/Nc1ccc(Br)cc1)=C(C#N)C#N	29%	4	-11%[57.1 µM]	0%	1%	13%	-8%	-4%	-6%
Cc1ccc(CNC(=O)c2ccc(N3CCC4(CC3)CC(c3ccccc3)=NO4)c(NC(=O)c3ccccc3)c2)cc1	19%	0	-23%	24%	2%	-16%	7%[2.33 µM]	-3%	0%
CN(/N=C/c1c[nH]c2ccccc12)c1cnn(-c2ccc(F)c(Cl)c2)c(=O)c1Cl	18%	2	-8%	?	4%	3%	1%	-2%	-6%
CCN(c1ccccc1)S(=O)(=O)c1ccc(OC)c(NC(=O)CNCCc2ccccc2)c1	50µM*	-1	0.89µM*	8%	32µM*	6%	?	-8%	15%
CCn1cc(C(=O)O)c(=O)c2cc(F)c(N3CCN(C(=S)NC(=O)c4ccc(Br)cc4)CC3)cc21	-5%	-1	-14%[11.4 µM]	20%	32µM*	-7%	7%	-4%	0%
Cc1ccc(C(=O)NCC(c2cccnc2)N2CCc3ccccc32)cc1C (stereo not drawn)	-16%	1	?	-2%	?	1%	?	-2%	16%
O=C(N/N=C/c1cccnc1)C(O)c1ccccc1 (stereo not drawn)	47%	0	-4%	-3%	5%	-1%	9%[59 µM]	6%	2%
Cc1ccc(S(=O)(=O)N(C)c2nonc2C)cc1	62%[activator]	1	12%	-6%	40%	11%	24%[59 µM]	1%	1%
COc1ccc(NC(=S)N2CCN(Cc3ccccc3)CC2)c(OC)c1	20%	-1	-23%	-5%	?	16%	2%	-1%	24%
Cc1cc(C)cc(N(CC(=O)NCc2ccco2)S(=O)(=O)c2ccccc2)c1	3%	-7	-22%	-11%	-18%	-4%	-15%	-3%	-1%
Cc1ccc(S(=O)(=O)Cc2ccc(C(=O)NCCc3ccc(Cl)cc3)o2)cc1	26%	1	-16%	-3%	.	-4%	2%[59 µM]	-12%	-1%
CCc1nnc(NC(=O)COc2ccc([N+](=O)[O-])cc2)s1	32%	5	-13%	-2%	-4%	1%	4%	-1%	4%
COc1ccc(OCC(=O)Nc2c(C(=O)N3CCN(c4ccccc4)CC3)oc3ccccc23)cc1	10%	3	-23%	5%	-15%[57.1 µM]	-11%	-32%[59 µM]	0%	-11%
Cc1cccc(NC(=O)CN2C(=O)c3cccnc3Oc3ccc(Cl)cc32)c1C	13%	-1	-9%	?	7%	-1%	-3%[59 µM]	-6%	5%
CCC(C)NCCC(=O)Nc1ccc(Cl)c(S(=O)(=O)Nc2ccc(Cl)cc2)c1 (stereo not drawn)	-4%	-1	-19%	0%	-22%	6%	-41%	-6%	0%
C/C(O)=C(\C#N)c1nc2ccccc2[nH]1	42%[activator]	-18	4%	-6%	?	4%	9%[12.7 µM]	-4%	9%
Cn1cnnc1SCC(=O)Nc1ccc(F)cc1F	-2%	0	-4%	4%	-10%	1%	15%	6%	10%
Cc1ccc(S(=O)(=O)N2CCN(C(=O)COC(=O)c3cccnc3Cl)CC2)c(C)c1	47%[activator]	-3	-4%	6%	2%	3%	?	-1%	0%
Cc1ccc(Cn2c(N3CCN(CCO)CC3)nc3c2c(=O)n(C)c(=O)n3C)cc1	25%	-1	-22%	1%	5%	25%	25%	-5%	-8%
CCOc1ccc2[nH]c(=O)c(CN(CCO)C(=O)c3ccc(OC)c(OC)c3)cc2c1	7%	-2	-16%	0%	-5%	4%	0%[59 µM]	-2%	-9%
Cc1cccc(NC(=O)CCN2CCCC(C)C2)c1 (stereo not drawn)	51%[activator]	2	-3%	-2%	?	-1%	.	0%	4%
O=C(c1cccc(F)c1)N1CCN(S(=O)(=O)Cc2ccccc2)CC1	26%	4	-15%	-4%	-18%	-4%	7%	0%	-11%
CCOc1ccc(C(=O)Nc2cc(-c3nc4ccccc4s3)ccc2OC)cc1	77%[activator]	5	-8%	55%	20%	3%	29%[59 µM]	-3%	-8%
CSc1ncccc1C(=O)OCC(=O)c1cc(C)n(C)c1C	?	7	-14%	-9%	.	-20%	.	-10%	7%
CCOC(=O)c1c(NC(=O)CSc2ncccn2)sc2c1CCN(Cc1ccccc1)C2	-14%	3	22µM*	?	?	-12%	?	-7%	50%[activator]
Cc1c(C(=O)OCc2ccccc2)[nH]c2c1C(=O)CC(c1ccc(N(C)C)cc1)C2 (stereo not drawn)	27%	0	-10%	2%	1%	3%	2%[59 µM]	-3%	-10%
COc1cccc(CNC(=O)C2CCCN(S(=O)(=O)c3cccc4nonc34)C2)c1 (stereo not drawn)	19%	-3	-15%	32%[activator]	?	.	?	2%	-1%
O=C(NCCc1ccccc1)c1ccc2c(c1)OCCCO2	7%	-19	-13%	-2%	-38%	6%	32µM*	-4%	2%
COc1cccc2cc(C(C)N(CCCN3CCOCC3)C(=S)Nc3cccc(C)c3C)oc12 (stereo not drawn)	23%	7	-29%	8%	-36%	0%	21%[59 µM]	2%	9%
CCOc1ccc(CN(C)C(=O)c2ccc(NC(=O)CC3SC(N4CCCC4)=NC3=O)cc2)cc1 (stereo not drawn)	17%	2	-16%	1%	-26%	11%	.	2%	-12%
CCC(=O)N1c2ccccc2CC1C(=O)NCc1ccccc1C (stereo not drawn)	40%[activator]	3	-16%	2%	-4%	-5%	8%[59 µM]	i	-12%
CCOC(=O)C1(Cc2ccc(OC)cc2)CCN(C(=O)C2CCCO2)CC1 (stereo not drawn)	18%	5	-17%	-1%	3%	6%	8%	-10%	-1%
NC(=O)CNCCC(c1ccccc1)c1ccccc1	6%	6&4	-16%	-1%	3%	-5%	3%[59 µM]	-2%	3%
NC(=O)c1cc(Cl)ccc1OCC(=O)N1CCCc2ccccc21	13%	1	-16%	-3%	3%	-3%	8%	0%	-1%
CCn1c(N2CCN(Cc3ccc([N+](=O)[O-])cc3)CC2)nc2ccccc21	-2%	-5	?	-7%	?	-7%	.	4%	?
COc1ccc(CC2(CO)CCN(Cc3cc4ccccc4o3)CC2)cc1	33%	6	-11%	4%	-2%	-10%	.	i	-4%
CN=C1S/C(=C\c2ccc(O)c(OC)c2)C(=O)N1C	8%	?	-13%	15%	.	13%	.	i	?
Cc1cccc2cc(CN(C(=O)c3cccc(Cl)c3)c3ccccc3)c(=O)[nH]c12	53%[activator]	1	-1%	16%	2%	-1%	-4%[59 µM]	-8%	0%

Ordered by value in PGK inhibitor (rising): three of the compounds above.
| Compound | PGK inhibitor |
| --- | --- |
| CSc1ncccc1C(=O)OCC(=O)c1cc(C)n(C)c1C | -10% |
| CCOc1ccc(CN(C)C(=O)c2ccc(NC(=O)CC3SC(N4CCCC4)=NC3=O)cc2)cc1 (stereo not drawn) | 2% |
| CCn1c(N2CCN(Cc3ccc([N+](=O)[O-])cc3)CC2)nc2ccccc21 | 4% |

Further structures:
SMILES	HP1b binding inh	PI4K2A inh	JMJD2A Tudor	Pin1 inh	BAZ2B block	ERG-DNA inh	G9a block	PGK inhibitor	GLS inhibitor
COc1ccc(CCC(C(O)C(F)(F)F)S(=O)c2ccccc2)cc1 (stereo not drawn)	5%	1	40µM*	4%	8%	.	?	3%	5%
COc1ccccc1-c1oc2ccccc2c1C#CCCCCO	73%[activator]	-6	19%	6%	?	13%	8%[0.501 µM]	-2%	1%
COc1ccc(N2CCN(CC(O)COc3ccc(C(C)(C)C)cc3)CC2)cc1 (stereo not drawn)	-1%	-1	79µM*	2%	?	-9%	?	15%	23%
CCOC(=O)COc1cc(N)c(Cl)cc1Cl	35%	3	-17%	-3%	-21%	7%	1%	-1%	-18%
Cc1ccc(NC(=O)COC(=O)CCn2c(C)csc2=O)c([N+](=O)[O-])c1	-12%	-1	-28%	-6%	-36%	10%	?	i	0%
Cc1cc([N+](=O)[O-])c(NCCCCCCO)c([N+](=O)[O-])c1	-14%	-1	?	5%	.	-5%	.	i	-7%
N#CC1=C(N)NC(SCc2ccc(Cl)cc2)=C(C#N)C12CCCCC2	-2%	2	?	0%	-9%	8%	-12%	6%	14%
